CAL PDZ FP-1 = blocks peptide binding to human CAL PDZ domain; 330,000 compounds, 0.02% hits; AID 504414; inhibition, % at 20 µM; purified CAL PDZ, TMR-peptide fluorescence polarization, 1 h; Q9HD26;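 active means highest replicate inhibition of at least 40%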;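 further: plate controls were DMSO neutral control wells for no effect and unlabeled competitor peptide control wells for full effect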
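material = purified tagged CAL PDZ domain construct (CerCALP) | compound dosing = 20 µM, one dose | times = 1 h at RT | measured by = fluorescence polarization from S- and P-plane intensities, G-factor corrected | read-out = inhibition from polarization loss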
Cardiac RTF inh = cardiac RTF calcium desensitization; P19429+P45379; IANBD-labeled cardiac RTF, Ca2+ fluorescence; inhibition, % at 7.15 µM; 340,000 compounds, 0.12% hits; AID 493244;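 active means inhibition above the mean inhibition of all tested compounds plus 3 SD, cut at about 17% in these data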;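 further: assay run at fixed EC70 calcium of 1.6 mM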
DSG3 Ab inh = inhibitors of pemphigus antibody binding to human desmoglein-3. DSG3-coupled beads, scFv-anti-DSG3-GFP binding, flow cytometry; hits give low values. 310,000 compounds, 0.48% hits. P32926. binding (percent of control), % at 10 µM. AID 588358;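 active means binding more than 3 SD below its plate's average and above zero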;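 further: hits lower antibody fragment binding to DSG3; some compounds called inactive have numbers as strong as hits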
NSD2 inh = blocks human histone methyltransferase NSD2 | inhibition, % at 12.5 µM | 310,000 compounds, 0.54% hits | NSD2 peptide methylation, AlphaScreen, 120 min; in the data active means inhibition above about 50%
Target sequence (O96028 whole entry, looked up): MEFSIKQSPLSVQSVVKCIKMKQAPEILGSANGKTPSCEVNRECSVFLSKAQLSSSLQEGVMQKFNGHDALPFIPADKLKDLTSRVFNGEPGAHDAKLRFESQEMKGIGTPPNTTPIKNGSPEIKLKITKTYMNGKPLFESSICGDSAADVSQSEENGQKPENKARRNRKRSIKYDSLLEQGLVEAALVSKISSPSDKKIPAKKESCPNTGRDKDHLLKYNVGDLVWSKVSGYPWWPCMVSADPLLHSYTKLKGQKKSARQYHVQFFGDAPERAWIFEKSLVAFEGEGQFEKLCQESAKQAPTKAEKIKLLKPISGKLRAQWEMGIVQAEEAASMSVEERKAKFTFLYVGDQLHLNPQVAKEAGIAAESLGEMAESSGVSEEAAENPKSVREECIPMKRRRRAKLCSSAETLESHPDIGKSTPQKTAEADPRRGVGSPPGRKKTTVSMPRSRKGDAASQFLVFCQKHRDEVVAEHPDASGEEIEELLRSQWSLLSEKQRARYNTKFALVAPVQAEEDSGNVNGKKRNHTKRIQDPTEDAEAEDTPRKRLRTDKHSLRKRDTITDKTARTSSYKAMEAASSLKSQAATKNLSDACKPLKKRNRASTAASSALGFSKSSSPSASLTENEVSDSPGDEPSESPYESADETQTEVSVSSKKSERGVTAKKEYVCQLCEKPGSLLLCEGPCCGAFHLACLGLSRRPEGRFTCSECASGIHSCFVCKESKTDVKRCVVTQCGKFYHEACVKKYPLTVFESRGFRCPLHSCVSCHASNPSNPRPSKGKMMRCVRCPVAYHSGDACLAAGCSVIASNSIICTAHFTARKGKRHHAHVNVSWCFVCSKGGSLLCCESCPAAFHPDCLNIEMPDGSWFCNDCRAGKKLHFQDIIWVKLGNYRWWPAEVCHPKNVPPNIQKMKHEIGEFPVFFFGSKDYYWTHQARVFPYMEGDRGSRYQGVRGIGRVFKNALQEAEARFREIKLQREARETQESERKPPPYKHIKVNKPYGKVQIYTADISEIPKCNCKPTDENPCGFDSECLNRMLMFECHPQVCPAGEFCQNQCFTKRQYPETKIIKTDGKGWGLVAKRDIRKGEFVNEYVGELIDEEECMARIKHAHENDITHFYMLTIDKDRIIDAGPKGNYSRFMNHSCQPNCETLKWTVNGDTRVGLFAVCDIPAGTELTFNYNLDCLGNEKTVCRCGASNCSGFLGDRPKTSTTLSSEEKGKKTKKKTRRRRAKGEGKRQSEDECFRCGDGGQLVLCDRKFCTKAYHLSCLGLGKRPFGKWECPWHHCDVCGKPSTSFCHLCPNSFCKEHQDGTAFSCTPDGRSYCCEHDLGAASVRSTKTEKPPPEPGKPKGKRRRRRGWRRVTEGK
DAGLB inhibitor = blocks human DAGLB lipase activity; Q8NCG7; HEK293T DAGLB membrane lysate, EnzChek fluorogenic substrate; inhibition, % at 5.17 µM; 340,000 compounds, 0.059% hits; in the data active means inhibition above about 34%;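 further: 0% = enzyme with vehicle and 100% = wells lacking enzyme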
LANA DNA inh = blocks KSHV LANA C-terminal domain binding to DNA; inhibition, % at 9 µM; 340,000 compounds, 0.078% hits; MBP-C-LANA/FAM-LBS DNA binding, fluorescence polarization;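 active means highest replicate inhibition at or above 60% at 9 µM, even if other replicates fall short; inactive means all replicates below 60% inhibition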;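 further: 0% = neutral control wells and 100% = 4 µM acridine orange control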
V-ATPase pHluor = regulators of yeast V-ATPase proton transport; S. cerevisiae, pHLuorin cytosolic pH fluorescence; response, % at 10 µM; 350,000 compounds, 0.37% hits; AID 504577; in the data active means response mostly above about 7.3%, no sharp cut-off; inactive means mostly below about 5.4%; further: actives read high; inactives centre near 0; some compounds called inactive have numbers as strong as hits; reference of the scale not given here
Arrestin-AP2 inh = blocks beta-arrestin peptide binding to AP2 adaptin. inhibition, % at 10 µM. 340,000 compounds, 0.31% hits. FITC-arrestin peptide / GST-AP2 beads, flow cytometry; AP2 beta2 appendage carries R879A mutation;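 active means inhibition above a set limit, near 3 SD of compounds lacking own fluorescence, cut at about 54% in these data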;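 further: plate controls were DMSO wells for no effect and 5 µM unlabelled arrestin peptide for full effect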
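system = GST-tagged AP2 beta2-adaptin appendage (R879A) on 4 µm glutathione beads | reagent = FITC-labelled arrestin peptide probe, 50 nM final | schedule = compound with beads 12 min RT, then probe 1 h RT | signal = HyperCyt-sampled flow cytometry, FL1 channel, ex 488/em 535 nm | read-out = percent response from loss of bead-bound FITC fluorescence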
CAL PDZ FP-2 = inhibitors of human CAL PDZ peptide binding; AID 602252; 300,000 compounds, 0.92% hits; inhibition, % at 24.9 µM; purified CAL PDZ, TMR-peptide fluorescence polarization, 1 h; Q9HD26;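 active means mean inhibition of at least 30% with at least half of replicates also reaching 30%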;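 further: 0% = DMSO neutral control and 100% = excess unlabeled competitor peptide PRC23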
Keap1 Nrf2 FP = disrupts human Keap1 binding to Nrf2 peptide; Keap1 Kelch-Nrf2 peptide fluorescence polarization, 1536-well; inhibition, % at 9.4 µM; 340,000 compounds, 0.15% hits; AID 504523; in the data active means inhibition above about 12%;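 further: human Keap1 Kelch domain with fluorescein labeled Nrf2 9mer peptide probe; 0% = neutral control wells and 100% = peptide positive control; higher means more block of Keap1 binding to Nrf2 peptide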
An asterisk follows results filed as active; . = not tested or not shown.

1. CN(C(=O)COC(=O)c1ccc(Br)c([N+](=O)[O-])c1)c1c(N)n(Cc2ccccc2)c(=O)[nH]c1=O
2. CCc1nn(CC(=O)NCc2cccnc2)c(=O)c2cc3occc3n12
3. CCN1CCN(C(=O)CN(CCc2ccccc2)S(C)(=O)=O)CC1
4. O=C(O)c1[nH]c2ccccc2c1C(c1c(F)cccc1Cl)c1c(C(=O)O)[nH]c2ccccc12
5. Cc1ccc2nc(-c3ccccc3N)[nH]c2c1
6. CCC(CC)C(=O)c1c[nH]c(C(=O)NN)c1
7. COC(=O)c1ccc(-c2nc(-c3ccc(Br)o3)no2)cc1
8. O=C(O)c1ccccc1N(Cc1ccccc1)C(=O)CO/N=C/c1ccccc1

screen / no. | 1 | 2 | 3 | 4 | 5 | 6 | 7 | 8
CAL PDZ FP-1 | -2.2 | 0.2 | -3.0 | 5.4 | 0.1 | -1.7 | -0.7 | -3.3
Cardiac RTF inh | -2 | -4 | -5 | -1 | -10 | 8 | -10 | -4
DSG3 Ab inh | 97 | 98 | 84 | 104 | 97 | 100 | 101 | 112
NSD2 inh | 0 | -2 | -4 | 3 | -2 | -2 | . | -3
DAGLB inhibitor | -1 | 3 | -4 | 10 | -5 | -1 | -4 | 0
LANA DNA inh | -1.2 | -1.6 | 0.1 | 5.5 | 0.7 | -0.1 | 1.0 | 0.4
V-ATPase pHluor | -1 | 1 | -2 | 0 | 0 | -4 | -2 | 1
Arrestin-AP2 inh | -1 | -2 | -6 | 4 | -3 | 26 | 0 | .
CAL PDZ FP-2 | -4 | 5 | -3 | -7 | -1 | -4 | . | 2
Keap1 Nrf2 FP | -6 | -1 | -4 | 3 | -1 | 1 | 3 | -7

9. Cc1cc(C)cc(NC(=S)NCC2CCCO2)c1 (stereo not given)
10. CC(C)(C)NCCOc1ccc2ccccc2c1
11. COc1cc(CNCCc2c[nH]c3ccccc23)ccc1OCc1ccccc1F
12. CC(=O)c1c(C)[nH]c(C(=O)OCC(=O)NCCC(C)C)c1C
13. COc1ccc(C(=O)Nc2nnc(CCS(=O)(=O)c3ccc(C)cc3)s2)cc1
14. Cc1cc(C)n2c(SCC(=O)Nc3ccc(F)cc3)nnc2n1
15. CS(=O)(=O)N(Cc1ccc(Cl)cc1)c1ccc(C(=O)N/N=C/c2cc3ccccc3nc2Cl)cc1
16. C[C@H](CO)N1C[C@H](C)[C@@H](CN(C)C(=O)Nc2ccc(C(F)(F)F)cc2)Oc2ccc(NC(=O)Cc3ccccc3)cc2C1=O

screen / no. | 9 | 10 | 11 | 12 | 13 | 14 | 15 | 16
CAL PDZ FP-1 | 0.9 | -1.9 | -2.3 | -0.4 | -0.8 | 1.0 | -4.2 | -2.4
Cardiac RTF inh | -2 | -8 | -1 | -7 | -2 | 10 | -1 | -2
DSG3 Ab inh | 104 | 95 | 102 | 102 | 96 | 98 | 94 | 99
NSD2 inh | 3 | 2 | 5 | 0 | -2 | -3 | -2 | .
DAGLB inhibitor | 0 | 0 | -1 | 1 | -1 | 2 | 1 | -2
LANA DNA inh | 2.0 | -1.2 | -1.2 | -0.6 | 0.7 | -0.2 | 0.0 | 1.9
V-ATPase pHluor | 1 | -2 | 2 | -4 | -2 | 3 | 1 | -1
Arrestin-AP2 inh | 9 | -12 | 0 | 1 | -13 | 31 | 1 | 7
CAL PDZ FP-2 | 2 | 0 | -4 | 66* | . | 0 | -11 | -2
Keap1 Nrf2 FP | 9 | -3 | -4 | 2 | -2 | -2 | -4 | -1

17. COc1ccc(NC(=O)CN2C(=O)c3ccccc3Sc3ccc(C(=O)N4CCOCC4)cc32)c(OC)c1
18. O=[N+]([O-])c1cccc(-n2nnnc2CNCc2ccccc2)c1
19. COc1ccc(OC)c(CNC(=O)Cc2c(C(=O)O)[nH]c3ccccc23)c1
20. CC(NCCOc1ccccc1F)C(=O)Nc1ccc(S(N)(=O)=O)cc1 (stereo not given)
21. O=C(Nc1cccnc1)c1cc(-c2ccc(Cl)cc2)on1
22. NNC(=O)c1ccc(CSc2cccc3cccnc23)cc1
23. COc1ccc(Cc2n[nH]c(=O)c3ccccc23)cc1OC
24. CC(C)c1ccc2[nH]c3c(c2c1)[C@@H]1CCN2C(=O)CCC[C@H](C3)[C@H]12

screen / no. | 17 | 18 | 19 | 20 | 21 | 22 | 23 | 24
CAL PDZ FP-1 | -1.9 | 1.0 | 0.2 | 0.3 | -2.8 | -1.8 | 0.1 | 0.1
Cardiac RTF inh | 4 | 8 | -2 | -15 | -15 | -2 | -18 | -10
DSG3 Ab inh | 103 | 89 | 93 | 97 | 96 | 86 | 109 | 109
NSD2 inh | 0 | -7 | 0 | -2 | -7 | -5 | 35 | .
DAGLB inhibitor | -1 | -1 | -2 | -4 | -3 | -8 | 4 | 3
LANA DNA inh | 1.3 | 2.2 | 1.2 | 4.5 | -0.4 | -1.6 | 2.4 | -0.4
V-ATPase pHluor | -2 | 6 | 0 | 2 | 1 | 2 | 22* | -2
Arrestin-AP2 inh | -2 | 29 | 0 | -12 | 5 | 9 | 14 | 5
CAL PDZ FP-2 | -1 | -1 | 0 | 2 | . | -2 | -4 | -4
Keap1 Nrf2 FP | -4 | -2 | -1 | 1 | -7 | 0 | -1 | -5

25. CCOCCCn1c(=N)c(C(=O)NCCN2CCOCC2)cc2c(=O)n3cccc(C)c3nc21
26. COc1cc(OC)c(NC(=O)Cn2cnc3sc(C)c(S(=O)(=O)N4CCOCC4)c3c2=O)cc1Cl
27. CSc1ccc(Cc2ccc(Cl)cc2Cl)nn1
28. O=C(Cc1cccs1)Nc1ccccn1
29. CC(=O)Nc1ccc(S(=O)(=O)N2CCN(CCCOc3cc(C)ccc3C)CC2)cc1
30. CCC(=O)Nc1cc(C(=O)NCC2CCCN2CC)c(OC)cc1N(C)C (stereo not given)
31. O=S(=O)(c1ccc(NC(=S)NCCC(c2ccccc2)c2ccccc2)cc1)N1CCOCC1
32. O=C1N[C@H]2CC=C[C@H]2N(Cc2cccs2)c2ccccc21

screen / no. | 25 | 26 | 27 | 28 | 29 | 30 | 31 | 32
CAL PDZ FP-1 | -1.3 | -1.6 | -0.6 | 0.3 | -0.2 | -2.6 | -2.9 | 0.9
Cardiac RTF inh | -3 | -4 | -6 | -19 | -3 | -7 | 0 | -2
DSG3 Ab inh | 107 | 93 | . | 99 | 104 | 103 | 96 | 99
NSD2 inh | . | -7 | -1 | 1 | 6 | 9 | -1 | .
DAGLB inhibitor | 2 | -2 | -3 | -1 | -3 | 1 | 1 | -5
LANA DNA inh | -3.0 | -1.0 | -0.6 | 0.0 | -0.1 | 1.4 | 1.3 | -0.8
V-ATPase pHluor | -9 | -2 | 0 | -1 | 3 | 0 | -1 | 0
Arrestin-AP2 inh | 5 | 11 | -6 | 7 | 2 | -1 | . | -8
CAL PDZ FP-2 | . | -2 | -2 | -2 | 0 | . | -2 | 8
Keap1 Nrf2 FP | -4 | 4 | -1 | -2 | -4 | -5 | 6 | 0

The list goes on; it opens with the two that closed the last part.
31. O=S(=O)(c1ccc(NC(=S)NCCC(c2ccccc2)c2ccccc2)cc1)N1CCOCC1
32. O=C1N[C@H]2CC=C[C@H]2N(Cc2cccs2)c2ccccc21
33. CCNc1nc(CN2CCCCC2)nc2scc(-c3ccccc3)c12
34. COc1cc(C(C)=O)ccc1Oc1cc(NN2CCCCC2)c([N+](=O)[O-])cc1[N+](=O)[O-]
35. CS(=O)(=O)N(CC(=O)Nc1ccccc1Sc1ccccc1)C1CCCCC1
36. Cc1ccc(NC(=O)CSCC(=O)N2CCOCC2)cc1
37. COc1cccc(NC(=O)c2c(C)nn(-c3ccccc3)c2Cl)c1
38. Cc1ccc(NC(=O)C2CCN(S(=O)(=O)c3ccc4c(c3)OCCCO4)CC2)nc1
39. CCC(=O)c1ccc(OCC(=O)O)cc1
40. COc1ccc(N2CCN(CC(O)COc3ccccc3[N+](=O)[O-])CC2)cc1 (stereo not given)

screen / no. | 31 | 32 | 33 | 34 | 35 | 36 | 37 | 38 | 39 | 40
CAL PDZ FP-1 | -2.9 | 0.9 | -1.1 | -0.9 | -0.9 | 1.1 | -1.1 | -1.9 | -0.2 | -0.8
Cardiac RTF inh | 0 | -2 | -5 | 7 | -5 | 2 | -6 | -5 | -5 | -2
DSG3 Ab inh | 96 | 99 | 104 | 102 | 99 | 101 | 115 | 103 | 110 | 111
NSD2 inh | -1 | . | 4 | . | -3 | -3 | -7 | 14 | -2 | 2
DAGLB inhibitor | 1 | -5 | -1 | 0 | -3 | 1 | -9 | 1 | -2 | 5
LANA DNA inh | 1.3 | -0.8 | -1.4 | 0.4 | 1.1 | 0.4 | -1.2 | -0.9 | 2.2 | 0.6
V-ATPase pHluor | -1 | 0 | 1 | 7 | 0 | -4 | -3 | -1 | -3 | 3
Arrestin-AP2 inh | . | -8 | -8 | 1 | 4 | -8 | -7 | -12 | 11 | 6
CAL PDZ FP-2 | -2 | 8 | -1 | -3 | -4 | -2 | -2 | 6 | -1 | 1
Keap1 Nrf2 FP | 6 | 0 | 6 | -6 | -3 | -3 | -4 | 0 | 0 | -5

41. O=C(c1nc2ccccc2s1)N1CCN(c2ccccn2)CC1
42. O=[N+]([O-])c1ccc(/C=N/Nc2nc3ccccc3o2)cc1
43. Cc1ccc(Oc2coc3cc(O)ccc3c2=O)cc1
44. COc1ccc(S(=O)(=O)Oc2cccc(/C=N/N=C3/NC(=O)C(CC(=O)O)S3)c2)cc1 (stereo not given)
45. COc1ccc(NCc2nc3ccccc3n2C)cc1
46. NS(=O)(=O)c1ccc(N/N=C/c2ccc[nH]2)c([N+](=O)[O-])c1
47. COc1ccc(C2=CCCCCC2)cc1OC
48. Cc1ccccc1-c1nc2sc3c(c2c(=O)o1)CCC3
49. CCCCCOc1ccc(C(=O)Nc2ccc(N3CCOCC3)cc2N2CCOCC2)cc1
50. O=C(CN1C(=O)COc2ccc(Cl)cc21)Nc1ccc2c(c1)OCCO2

screen / no. | 41 | 42 | 43 | 44 | 45 | 46 | 47 | 48 | 49 | 50
CAL PDZ FP-1 | . | 0.9 | 0.0 | -0.1 | -0.8 | 0.8 | . | . | -1.1 | -1.2
Cardiac RTF inh | -7 | -2 | -8 | -1 | -10 | 1 | . | 3 | -12 | 1
DSG3 Ab inh | 104 | 94 | 99 | 101 | 98 | 87 | 107 | 106 | 89 | 97
NSD2 inh | -2 | -3 | -4 | -6 | 3 | 1 | 1 | -6 | -4 | 7
DAGLB inhibitor | -9 | 2 | -4 | 5 | -4 | 27 | -5 | 1 | 2 | 0
LANA DNA inh | 0.3 | 0.6 | 0.8 | 0.0 | -0.1 | -0.1 | . | -0.2 | -1.5 | 1.0
V-ATPase pHluor | 3 | 3 | 3 | -2 | 3 | 5 | 0 | -2 | 0 | 2
Arrestin-AP2 inh | -4 | 31 | -3 | 11 | 11 | 11 | . | -3 | -14 | 15
CAL PDZ FP-2 | -3 | -3 | -4 | -6 | -6 | -4 | . | -1 | 45* | 3
Keap1 Nrf2 FP | -3 | -3 | 0 | 0 | 2 | -1 | . | 2 | 2 | -2

Screening data: PubChem BioAssay, several laboratories

The list is partial; the hit share may differ from the screen's.
